Screening results deposited in PubChem BioAssay by several laboratories.
GlmU inhibition – inhibition of mycobacterial GlmU enzyme – biochemical, glucosamine-1-phosphate acetyltransferase (AID 1376) | hit rate 0.25% among 220,000 | M. tuberculosis GlmU acetyltransferase enzyme assay; higher % means a stronger effect | inhibition, %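 (tested at 30 µM in the primary screen)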, or IC50 in µM where a hit was titrated; in the data active means inhibition above about 13%;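 further: 0% = complete reaction with vehicle and 100% = reaction without substrate; strong numbers were not always called active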
RmlCD inh 1536 – M. tuberculosis RmlC/RmlD inhibition; P9WH09+P9WH11; RmlC+RmlD coupled enzyme assay, percent inhibition; primary screen in compound mixtures; inhibition, % at 3.6 µM; hit rate 0.03% among 160,000; AID 1533; in the data active means inhibition mostly above about 34%, no sharp cut-off; further: some results filed as inactive read as strong as hits
Target sequence (P9WH09 whole entry, looked up): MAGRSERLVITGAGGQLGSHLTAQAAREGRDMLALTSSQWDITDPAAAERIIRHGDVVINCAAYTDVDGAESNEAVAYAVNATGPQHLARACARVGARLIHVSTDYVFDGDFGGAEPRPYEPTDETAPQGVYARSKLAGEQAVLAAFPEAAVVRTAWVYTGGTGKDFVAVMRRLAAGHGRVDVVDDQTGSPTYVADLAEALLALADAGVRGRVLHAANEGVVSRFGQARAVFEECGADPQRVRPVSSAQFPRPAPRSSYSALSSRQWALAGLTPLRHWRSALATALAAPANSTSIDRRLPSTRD
Target sequence (P9WH11 whole entry, looked up): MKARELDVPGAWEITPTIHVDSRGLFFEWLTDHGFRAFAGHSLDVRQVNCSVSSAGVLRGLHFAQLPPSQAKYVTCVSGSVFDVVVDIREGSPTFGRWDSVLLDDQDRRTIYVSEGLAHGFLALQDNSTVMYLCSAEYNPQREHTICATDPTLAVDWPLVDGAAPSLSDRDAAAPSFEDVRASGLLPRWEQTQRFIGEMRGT
Numbers without * were called inactive; . = no result given.

The line under a structure holds: GlmU inhibition	RmlCD inh 1536
> CN1CCN(NC(=O)c2cc(S(=O)(=O)N3CCOCC3)c(Cl)cc2Cl)CC1
    -0.1%	-2
> COc1ccccc1/C=N/NC(=O)CNC(=O)c1ccccc1
    2.8%	.
> Cc1ccc(CNC(=O)c2cn(C3CCCCC3)c(=O)c3c2c2ccccc2n3C)o1
    -1.7%	8
> Cc1cc(=O)[nH]c(SCC(=O)/C=C2\N(C)c3ccccc3C2(C)C)n1
    -3.1%	-2
> Cc1cnccc1CN(C)C(=O)CC1C(=O)NCCN1CC1CCCCC1 (stereo not drawn)
    -2.0%	-5
> CCOc1ccc(-c2ccc(SCC(=O)N3CCOCC3)nn2)cc1
    0.2%	-10
> COC(=O)C1CCCN1S(=O)(=O)c1ccc2ccccc2c1 (stereo not drawn)
    -3.7%	.
> COCCNS(=O)(=O)c1ccc2c(c1)C(=NO)c1cc(S(=O)(=O)NCCOC)ccc1-2
    2.7%	-9
> Cc1cc(/C=N/NC(=O)c2ccncc2)c(C)n1-c1cccc(C(F)(F)F)c1
    -5.3%	12
> N#Cc1ccc(-c2nnnn2-c2ccc3c(c2)OCO3)cc1
    -2.4%	10
> CCOC(=O)c1[nH]c(C)c(C(=O)OCCN2C(=O)c3ccccc3C2=O)c1C
    0.3%	.
> COc1cc(/C=C/C(=O)OCC(=O)NC(=O)NC(C)C)ccc1OCC#N
    -1.6%	-12
> COC(=O)c1sc2ncccc2c1OCc1cccc(Cl)c1
    4.0%	0
> CC1=C(C(=O)OCc2ccccc2)C(c2ccsc2)C(C#N)=C(N)O1 (stereo not drawn)
    -0.7%	-3
> CN/C=C1\C(=O)C(C)(C)Oc2ccc3ccc(=O)oc3c21
    0.7%	10
> CCCn1c(=O)c2[nH]c(C3CCCC3)nc2n(CCC)c1=O
    -1.2%	.
> Cc1nn(-c2ccccn2)c2c1C(c1ccsc1)C1=C(CCCC1=O)N2 (stereo not drawn)
    0.2%	13
> O=C(c1ccc(Cl)cc1)C1CCCN(Cc2cccn2-c2ccccn2)C1 (stereo not drawn)
    2.0%	-3
> CN(C)C(=O)C12CCC(C)(C(=O)C1Br)C2(C)C (stereo not drawn)
    4.9%	62
> C[C@@H]1CC[C@@]2(O[C@@H](CCO)C[C@H](O)[C@H]2O)O1
    2.8%	.
> Oc1cccc(NC(=S)N=Nc2c(O)[nH]c3ccc(Br)cc23)c1
    0.6%	3
> CCOC(=O)c1nc2ccccc2c(=O)n1-c1cccc(C)c1
    -2.4%	106
> COc1ccc(S(=O)(=O)Nc2ccc(C)cc2)cc1N(C)S(=O)(=O)c1ccc(Cl)cc1
    2.1%	.
> O=C(Cn1c(=O)oc2cc(S(=O)(=O)N3CCCC3)ccc21)N1CCN(c2ccccn2)CC1
    3.3%	-4
> NC(=O)COc1ccccc1/C=C1/SC(=O)N(CC(=O)N2CCc3ccccc3C2)C1=O
    .	1
> CCOc1ccc(NC(=O)C2CCCN2C(=O)OCc2ccccc2)cc1 (stereo not drawn)
    -3.1%	.
> Cn1nccc1NS(=O)(=O)c1ccc(C(C)(C)C)cc1
    -4.0%	-4
> Cc1nc2n(n1)CC(O)CS2 (stereo not drawn)
    -2.1%	.
> O=C(COc1ccc(Br)cc1CO)Nc1ccccc1
    8.1%	-3
> Cc1ccc(C(=O)O/N=C(\N)c2ccc(Br)cc2)cc1
    .	-2
> O=C(CCCOc1ccc(Cl)cc1Cl)n1nnc2ccccc21
    -0.4%	8
> OCCNCCOc1ccccc1-c1ccccc1
    2.5%	.
> COc1ccccc1OCCOCCOc1ccc(C)cc1[N+](=O)[O-]
    -2.6%	6
> C[C@@H]1C=C(C(=O)NCc2ccccc2)O[C@H](OCc2ccc(CO)cc2)C1
    0.5%	.
> Cn1ccnc1Sc1ccc(/C=N/NC(=O)c2ccccc2O)cc1[N+](=O)[O-]
    4.0%	.
> Cc1ccc(-n2nnnc2SCC(=O)NC(=O)Nc2ccc3c(c2)OCCO3)cc1
    7.5%	0
> CC(C)c1nc(SCC(=O)Nc2ccc(N(C)C)cc2)c2ccccc2n1
    0.7%	.
> O=C(C1CCCO1)N1CCN(c2ncccn2)CC1 (stereo not drawn)
    -2.1%	16
> Cn1c(SCC(=O)NNC(=O)Nc2ccccc2)nnc1-c1ccccc1
    3.4%	-3
> O=C(NC(=S)Nc1ccc(Cc2ccncc2)cc1)c1ccc(F)cc1
    -5.5%	5
> COc1ccc(C=O)cc1Cn1c(C)cc(C)c(C#N)c1=O
    -2.5%	5
> c1ccc(CN(Cc2ccccc2)c2nn[nH]n2)cc1
    -0.5%	.
> CCCn1c(=N)n(CC(=O)c2ccco2)c2ccccc21
    -1.2%	.
> COc1ccc(OC)c(NC(=O)c2ccc(NS(=O)(=O)c3c(C)noc3C)cc2)c1
    3.2%	6
> CC(=O)[C@H]1[C@H](c2cccc(Cl)c2)C(C#N)(C#N)[C@@H]2c3ccccc3C=CN21
    -4.5%	-4
> O=C(Oc1cccc(NC2=NS(=O)(=O)c3ccccc32)c1)c1ccncc1
    -0.4%	.
> COc1ccc(-n2c(NC(=O)c3ccc(Br)o3)c(C#N)c3nc4ccccc4nc32)cc1
    .	11
> CCO[C@H]1OC(C(=O)NC2CC2)=C[C@@H](c2coc3ccccc3c2=O)[C@@H]1CCCO
    0.7%	.
> CC1CC(=O)c2cnc(N)nc2C1 (stereo not drawn)
    -5.5%	.
> COC(=O)N/N=C(\C)c1cccc(C(F)(F)F)c1
    6.7%	-12
> CC(C)c1onc(C(=O)N2CCN(c3ccccc3)CC2)c1[N+](=O)[O-]
    -1.3%	2
> CC1CCCCN1CCNC(=O)CN1C(=O)COc2ccccc21 (stereo not drawn)
    -1.4%	13
> C[n+]1ccn(CC(=O)c2ccc(Br)cc2)c1
    -4.7%	-7
> COc1ccc(C2c3c(ccc4ccccc34)Oc3ncn4nc(Cc5ccccc5)nc4c32)cc1OC (stereo not drawn)
    -0.3%	6
> CC(C)NC(=O)NC(=O)COC(=O)CCCSc1nc2ccccc2s1
    -1.9%	1
> COc1cc(-c2c(C#N)c(N)nc(SCc3ccncc3)c2C#N)cc(OC)c1OC
    0.9%	37
> CC(C)(C)OC(=O)N/N=C\c1ccc(OC(=O)c2cccs2)cc1
    1.5%	.
> CCOC(=O)c1sc(=NC(=O)c2cccs2)n(C)c1C
    0.3%	-1
> Cc1cc(C)n2nc(NCc3cccc(Br)c3)nc2n1
    -4.4%	3
> COc1ccccc1CC(=O)Nc1cc2oc3ccccc3c2cc1OC
    -1.6%	13

Sorted by number of heavy atoms (largest number first): some entries from above.
The line under a structure holds: GlmU inhibition	RmlCD inh 1536
> COc1ccc(C2c3c(ccc4ccccc34)Oc3ncn4nc(Cc5ccccc5)nc4c32)cc1OC (stereo not drawn)
    -0.3%	6
> COc1ccc(OC)c(NC(=O)c2ccc(NS(=O)(=O)c3c(C)noc3C)cc2)c1
    3.2%	6
> OCCNCCOc1ccccc1-c1ccccc1
    2.5%	.
> C[n+]1ccn(CC(=O)c2ccc(Br)cc2)c1
    -4.7%	-7

Already shown: an excerpt of the list.
The line under a structure holds: GlmU inhibition	RmlCD inh 1536
> O=C(CCCOc1ccc(Cl)cc1Cl)n1nnc2ccccc21
    -0.4%	8
> OCCNCCOc1ccccc1-c1ccccc1
    2.5%	.
> COc1ccccc1OCCOCCOc1ccc(C)cc1[N+](=O)[O-]
    -2.6%	6
> C[C@@H]1C=C(C(=O)NCc2ccccc2)O[C@H](OCc2ccc(CO)cc2)C1
    0.5%	.
> Cn1ccnc1Sc1ccc(/C=N/NC(=O)c2ccccc2O)cc1[N+](=O)[O-]
    4.0%	.

Carrying on:
The line under a structure holds: GlmU inhibition	RmlCD inh 1536
> CNC(=O)N1c2ccccc2NC(=O)CC1C (stereo not drawn)
    -2.2%	-11
> COC(=O)c1cn(NC(=O)CC2CCCCC2)c(=O)c2ccccc12
    -2.0%	-8
> Cc1cc(C)c(S(=O)(=O)NC(CC(=O)O)c2cccc([N+](=O)[O-])c2)c(C)c1 (stereo not drawn)
    -2.9%	8
> CC(O)(C#CCN1CCCCCC1)c1ccccc1 (stereo not drawn)
    -0.3%	2
> NNC(=O)CNc1cccc(Cl)c1
    -2.0%	9
> CCCc1nc(N2CCOCC2)c(C#N)c2c1CCCC2
    4.4%	-6
> CCN(CC)CCCNC(=O)Cn1cnc2ccc(S(=O)(=O)N3CCC(C)CC3)cc2c1=O
    -7.1%	-7
> Cc1n[nH]c(=S)n1/N=C/c1ccc(-c2ccccc2[N+](=O)[O-])o1
    7.1%	.
> CCOC(=O)O[C@]1(C(=O)OCCl)CC[C@H]2[C@@H]3CCC4=CC(=O)C=C[C@]4(C)[C@H]3[C@@H](O)C[C@@]21C
    3.3%	.
> CC(C)(C)c1cc(Cl)c(O)c(NC(=S)NC(=O)c2cccnc2)c1
    -1.5%	-9
> CSc1nc(C)c(Oc2ccccc2)c(=O)n1C
    -0.6%	.
> COCc1cc(=O)n2[nH]c(SC)nc2n1
    0.0%	-6
> O=c1c2cnn(-c3ccccc3)c2ncn1Cc1cccc(Cl)c1
    3.1%	7
> C(=N\NC1=NCCCCC1)/c1c[nH]c2ccccc12
    -5.1%	.
> CCC1=C(OC(=O)N(CC)CC)N2C(=O)OC(=NCCOC)[C@]2(Cc2ccccc2)[C@H]2C1=CC[C@H]1C(=O)NC(=O)[C@H]12
    0.0%	.
> CCc1cc2c(cc3c(=O)n(CC(=O)NCCCN(CC)CC)nc(CC)n32)s1
    0.3%	.
> O=C(c1ccco1)c1cn(CC(=O)N2CCCC2)c2ccccc12
    -6.4%	80
> CCOC(=O)c1c(/N=C/N(C)C)sc(C(=O)OC)c1C
    -7.6%	-10
> CC1CN(C(NC(=O)c2ccccc2)C(Cl)(Cl)Cl)CC(C)O1 (stereo not drawn)
    -2.2%	-11
> COc1cccc(NC(=O)c2ccc(S(=O)(=O)N(C)C)cc2)c1
    -1.4%	8
> O=C1CN(C(=O)CN2CCCCC2)C(c2ccccc2)c2cc(Br)ccc2N1 (stereo not drawn)
    2.5%	.
> Cc1nnsc1C(=O)Nc1cccc(Cl)c1C
    -1.8%	9
> O=C(NCCNc1ccc([N+](=O)[O-])cc1)c1ccc(Cl)cc1
    0.1%	14
> C=C(C)CSc1nncn1/N=C/c1ccc(OC)cc1
    1.7%	3
> O=C(Nc1nccs1)c1ccc(NC(=O)C2CC=CCC2C(=O)O)cc1 (stereo not drawn)
    1.5%	-9
> CS/C(=C\[N+](=O)[O-])Nc1ccccc1
    1.7%	9
> Cc1cc(C)nc(SCC(=O)Nc2ccc(N3CCOCC3)cc2)n1
    0.0%	9
> CCCC(=O)NCCc1nc2ccccc2n1C
    5.0%	.
> COc1ccc(Cn2c(=O)[nH]c3cc(C(=O)NCCCN4CCCCCC4)ccc3c2=O)cc1
    -7.5%	2
> COC(=O)c1ccc(NC(=S)NN2CCCCC2c2cccnc2)cc1 (stereo not drawn)
    -2.5%	7
> CC(C)n1cnc2cc(NCc3nc4ccccc4n3C)ccc21
    -3.5%	.
> Cc1nn(C)c(C(=O)Nc2ccc(Br)cc2F)c1Br
    -1.4%	-2
> CC(Sc1nc2ccccc2n1C)C(=O)Nc1ccc(N2CCOCC2)cc1 (stereo not drawn)
    -3.5%	9
> COc1ccc(CNC(=O)c2coc(=O)c3ccccc23)c(OC)c1
    1.9%	1
> Cc1cc(=O)[nH]c(SCC(=O)Nc2ccc(S(=O)(=O)N3CCCCC3)cc2)n1
    3.8%	-19
> Cc1cc2cc(C)c3nnc(SCc4ccccn4)n3c2cc1C
    1.9%	9
> O=C(NCCCN1CCOCC1)C1CCC(=O)N1C1CCCCC1 (stereo not drawn)
    3.0%	2
> O=C(O)c1ccc(N/N=C/c2ccc(-c3ccc(Cl)cc3Cl)o2)cc1
    7.5%	8
> CCOC(=O)COc1ccc(S(=O)(=O)Nc2ccc3c(c2)OCO3)cc1
    -2.6%	6
> N/C(=N\OC(=O)COc1ccc(Br)cc1)c1cccc([N+](=O)[O-])c1
    -0.3%	19
> CCc1ccc(N/C(SC)=C(/C#N)C(N)=O)cc1
    -1.5%	63
> Nc1c(C(=O)NC2CCCCC2)nsc1C(=O)OCC(=O)NC1CCCCC1
    -7.8%	-2
> O=S(=O)(NCc1cccc(C(F)(F)F)c1)NCc1ccccc1F
    .	-4
> CC(Oc1ccc(Cl)cc1Cl)C(=O)NNC(=O)C(=O)N1CCCCC1 (stereo not drawn)
    -1.1%	-11
> c1cncc(CNCCc2c[nH]c3ccccc23)c1
    2.5%	-17
> CC(C)(C)NCC(O)COCc1ccc(Cl)cc1 (stereo not drawn)
    6.6%	1
> OC(C#CCCN1CCCCC1)(c1ccccc1)C1CCCCC1 (stereo not drawn)
    6.1%	26
> O=C(CCn1nc(-c2ccc(Cl)cc2)c2ccccc2c1=O)NCC1CCCO1 (stereo not drawn)
    2.6%	.
> Cc1cc(C(=O)CSc2nnc(NCc3ccccc3)s2)c(C)n1C
    4.5%	-4
> O=C(Nc1nccs1)c1ccc(COc2ccccc2Cl)o1
    -6.6%	-12
> Cc1cc2n(n1)C(c1ccco1)Nc1ccccc1-2 (stereo not drawn)
    3.1%	-4
> CCOC(=O)CC(=O)CSc1nc2c(cc1C#N)CCCCCC2
    -0.4%	8
> O=C1C2(CCC13COC(c1ccc(O)cc1)OC3)COC(c1ccc(O)cc1)OC2 (stereo not drawn)
    0.9%	-13
> O=C(c1cccc(C(F)(F)F)c1)N1CCOC12CCN(c1ncc(C(F)(F)F)cc1Cl)CC2
    -4.7%	12
> CCOC(=O)c1c(N)sc(C(=O)N2CCCCC2)c1C
    -4.0%	.
> CC1Cc2nc(SCC(=O)c3ccccc3)n(Cc3ccccc3)c(=O)c2S1 (stereo not drawn)
    4.7%	7

An excerpt; the hit share may differ from the screen's.
